SKN-1 inh: C. elegans SKN-1 inhibition. hit rate 0.49% among 360,000. C. elegans VP596 Pgst-4::GFP/RFP ratio, acrylamide-induced, 24 h. inhibition, % at 21.8 µM;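 active = interference check ratio from 0.5 to 1.5 plus GFP to RFP signal ratio inhibition reaching or exceeding a fixed threshold, cut at about 30% in these data, passing the limit was not always enough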; note: some compounds called inactive have numbers as strong as hits
MsrA act: bovine methionine sulfoxide reductase A activation | purified bovine MsrA, absorbance read-out | activation, % at 10.6 µM | hit rate 0.3% among 360,000 | AID 602163; in the data active = activation above about 7.5%;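 note: 0% = vehicle and 100% = reference activator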
CendR NRP1 mod: alters CendR peptide binding to human NRP-1; O14786; FAM-RPARPAR peptide binding to NRP-1, fluorescence polarization; inhibition, % at 25 µM; hit rate 0.85% among 360,000; AID 602438;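 active = inhibition or corrected inhibition above about 18%, plus a signal ratio from 0.5 to 1.5, limit read from the data, passing the limit was not always enough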; note: strong numbers were not always called active
MsrA inhibitor: inhibitors of bovine MsrA. inhibition, % at 15.5 µM. purified bovine MsrA, absorbance read-out. hit rate 0.75% among 360,000. AID 651718; in the data active = inhibition above about 4.5%;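 note: 0% = vehicle wells with enzyme and 100% = reference inhibitor wells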
Neddylation inh: blocks human cullin neddylation | P61081+Q13564 | TR-FRET cullin neddylation, biochemical | calls only at 25 µM | hit rate 0.58% among 360,000; in the data active = inhibition above about 36%
FAS TE block: inhibitors of human fatty acid synthase thioesterase domain | hit rate 0.67% among 360,000 | P49327 | recombinant FAS-TE, OMFH fluorogenic substrate, fluorescence endpoint | inhibition, % at 15 µM;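 active = compounds whose normalised, plate-corrected inhibition of enzyme fluorescence in the single-dose primary screen is 50% or more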;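 note: 0% = DMSO with enzyme and 100% = substrate without enzyme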
Rin1 Abl inh: blocks binding of human Rin1 to Abl. hit rate 0.4% among 360,000. inhibition, % at 7.35 µM. P00519+Q13671. AID 588664. TR-FRET Rin1/Abl binding, biochemical; in the data active = inhibition above about 5%, passing the limit was not always enough
MT1-MMP act inh: blocks activation of human MT1-MMP; HT1080 RFP-PRO-GFP cells, GFP/RFP ratio fluorescence, overnight; percent of plate control window, DMSO zero; GFP/RFP ratio change, % at 20 µM; hit rate 0.061% among 360,000;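 active = GFP/RFP ratio change of at least 30% with cell ATP level not reduced by more than half and red fluorescence within 50% of control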; note: strong numbers were not always called active
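system = RFP-PRO-GFP reporter HT1080 cells | dosing = 20 µM single dose, 1% DMSO | timing = overnight cell settling, then overnight compound exposure, 37 °C, 5% CO2 | read-out basis = GFP/RFP fluorescence ratio | controls = DMSO and RFP-L50D-GFP cell wells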
eLon inh: inhibits E. coli Lon protease; purified E. coli Lon protease, fluorescence polarization; P0A9M0; AID 602123; hit rate 0.42% among 360,000; inhibition, % at 7.94 µM; in the data active = inhibition above about 13%, passing the limit was not always enough;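 note: 0% = enzyme with probe and DMSO and 100% = no enzyme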
* marks the source's active call; other numbers are inactive results; i = inactive; . = not tested or not shown; + = active, no number. Random draw from the library (roughly 4.2% active in at least one column).

SMILES | SKN-1 inh | MsrA act | CendR NRP1 mod | MsrA inhibitor | Neddylation inh | FAS TE block | Rin1 Abl inh | MT1-MMP act inh | eLon inh
COc1ccccc1CNC(=O)Cn1cnc2ccccc2c1=O | -14 | -10 | 4 | 0.4 | i | -9 | -1 | -1 | -15
CC(=O)Nc1ccc(S(=O)(=O)Nc2nc3ccccc3nc2Nc2cccc(O)c2)cc1 | 8 | -3 | -8 | 1.2 | + | -3 | -1 | 1 | 5
CCOc1ccc(C(=O)c2ccc([N+](=O)[O-])cc2Cl)cc1 | 8 | -14 | -9 | 0.9 | i | 6 | -1 | -2 | -4
Cc1ccc2c(c1)N(CC(=O)N1CCN(c3ccccc3)CC1)C(=O)C(C)O2 (centres undefined) | 30 | -2 | -4 | 0.2 | i | 1 | 1 | 2 | -5
CCOc1ccccc1NC(=O)CSc1nnc(-c2ccco2)o1 | 6 | -4 | -53 | -1.0 | i | -3 | -1 | 0 | -12
C=CCN1C=C2C(=O)C(C)(OC(=O)CCC(=O)OC)C(=O)C=C2C=C1C1CC1 (centres undefined) | 10 | -3 | 38* | 0.1 | i | -8 | 0 | 2 | 10
CC(=O)Oc1ccc(-c2nc3cc(Cl)ccc3c(=O)o2)cc1 | -25 | -4 | 5 | -0.1 | i | 8 | 0 | -3 | -6
CC1CC(C)CN(C(=O)Cn2nnc(-c3ccccc3)n2)C1 (centres undefined) | -4 | -2 | 1 | -0.6 | i | -1 | -1 | 5 | 4
Cn1c(SCC(=O)N2CCN(S(=O)(=O)c3ccccc3)CC2)nc2ccccc21 | 8 | -7 | -14 | . | i | -3 | 1 | -4 | -3
CC(C)NC(=O)CC1C(=O)NCCN1CC(c1ccccc1)c1ccccc1 (centres undefined) | 9 | -2 | -14 | 1.9 | i | 3 | 8.7* | -7 | 0
CC(=O)Oc1ccc(/C=C(\NC(=O)c2ccco2)C(=O)Nc2ccc(C(C)=O)cc2)cc1 | 22 | 0 | -2 | 3.0 | i | -5 | 0 | -2 | -5
CN(c1cccc(NC(=O)CN(c2ccc(C34CC5CC(CC(C5)C3)C4)cc2)S(C)(=O)=O)c1)S(C)(=O)=O | 19 | -2 | -2 | . | i | 46 | 0 | -9 | 0
Cc1c(C(=O)OCC(=O)Nc2ccccc2OC(F)F)cccc1[N+](=O)[O-] | 0 | -5 | 20 | 0.0 | i | 15 | -2 | 2 | 3
O=C(CO)N/N=C/c1ccc(Cl)cc1 | 2 | -1 | -10 | -1.0 | i | -9 | 8 | 5 | -1
Cc1cc(C)c(S(=O)(=O)Nc2ccc(OCC(=O)O)cc2)c(C)c1 | 4 | -1 | 2 | 0.1 | i | 0 | 1 | 0 | -1
CCOC(=O)N1CCC(NC(=O)c2ccc(Cl)cc2)CC1 | -7 | -2 | 2 | -0.6 | i | -2 | 1 | 3 | 0
COc1nc(-c2ccc(Cl)cc2Cl)nc2ccccc12 | 11 | -5 | 3 | 0.3 | i | 15 | 0 | -5 | 1
COc1ccc(Cc2nnc3c4cnn(C)c4ncn23)cc1 | 2 | -2 | 7 | -0.6 | i | -4 | -1 | 4 | 3
C=CCNC(=S)NNC(=O)c1ccncc1 | -13 | -4 | -4 | 2.0 | i | -5 | 3 | 0 | -6
CCN(CC)C(=O)C(C)N(C#N)c1nc(NC(C)C)nc(NC(C)C)n1 (centres undefined) | 9 | 0 | -5 | 0.7 | i | -5 | 1 | 15 | -5
Cc1cccc(N2CC34C=CC(O3)C(C(=O)O)C4C2=O)c1 (centres undefined) | 18 | -4 | 1 | 0.5 | i | -14 | 1 | 1 | -6
CC(=O)/C(=N/Nc1ccccc1)Sc1nnc(C(O)c2ccccc2)n1-c1ccccc1 (centres undefined) | -4 | -1 | 3 | 2.3 | i | -2 | -6 | 5 | -3
O=C1CCCc2c1cc(-c1ccccc1)n2-c1ccc(O)cc1 | -10 | -13 | 13 | -0.8 | i | 0 | 5 | 3 | -9
COc1ccc(OC)c(S(=O)(=O)N/N=C\c2ccc3c(c2)OCO3)c1 | -14 | -7 | -2 | 0.6 | i | 0 | -3 | -7 | 10
Cc1onc(C(=O)NN)c1C(=O)Nc1ncc(C(F)(F)F)cc1Cl | 6 | 0 | 14 | -0.8 | i | 0 | 3 | 1 | -8
CCOc1ccc(N(CC(=O)NCCSCc2ccccc2)S(=O)(=O)c2ccccc2)cc1 | -7 | -3 | -8 | 1.4 | i | 23 | 1 | 0 | -2
C=CCOc1c(CNc2ncn[nH]2)cccc1OCC | 0 | -11 | 28* | -0.9 | i | -8 | 1 | 4 | -1
C=CCc1ccc(OCCCCNC(C)CC)c(OC)c1 (centres undefined) | 4 | -8 | -7 | -1.2 | i | -10 | -1 | 2 | -7
O=c1oc2ccccc2c2c1ccc1ccccc12 | 24 | -2 | 2 | 6.2* | i | 17 | -2 | -1 | -1
CC/C(C)=N/Nc1nc2c(c(=O)[nH]c(=O)n2C)n1CCc1ccccc1 | 4 | -3 | -14 | 0.6 | i | -4 | -3 | 3 | 4
COc1cccc(NC(=O)CN(C)C(=O)c2ccc(NC(=O)CC3SC(N4CCCC4)=NC3=O)cc2)c1 (centres undefined) | -9 | -1 | -2 | 1.2 | i | -8 | 6 | 1 | -2
O=C(COc1cccc(Br)c1)N/N=C1\CCSC1 | -5 | -2 | 5 | 0.9 | i | 1 | 5 | 1 | -6
COc1cc(C(=O)NCCOc2cc(C)cc(C)c2)cc(OC)c1OC | 14 | 0 | -1 | -0.1 | i | -3 | 4 | -8 | -7
CCOc1ccccc1NC(=O)CC(O)(C(F)(F)F)C(F)(F)F | -19 | -2 | 0 | 0.1 | i | 2 | -1 | -2 | 1
CCN1CCN(C(=O)CN2C(=O)c3ccccc3S2(=O)=O)CC1 | 7 | -2 | 1 | -1.7 | i | -8 | 0 | 4 | -2
Oc1ccc2ccccc2c1-c1sc(Nc2ccccc2)n[n+]1-c1ccc(F)cc1 | -31 | -2 | 150 | 0.1 | i | -69 | 1 | -18 | 2
CCCCNC(=S)Nc1cccc2cnccc12 | 5 | 2 | -16 | -0.7 | i | -6 | -3 | -6 | -1
COc1ccc2c(=O)c3ccccc3oc2c1 | 19 | -3 | 4 | 1.4 | i | 0 | -4 | -5 | 1
N#CC(=C1CCCC1)c1nc(-c2ccccc2O)cs1 | 5 | -5 | -8 | . | i | 16 | -2 | -11 | -10
COc1ccccc1P(=O)(Cc1ccccc1[N+](=O)[O-])c1ccccc1 (centres undefined) | -6 | -4 | -7 | 0.3 | i | 14 | 2 | 0 | 15

Single entries from the entries so far:
eLon inh result of CC/C(C)=N/Nc1nc2c(c(=O)[nH]c(=O)n2C)n1CCc1ccccc1 = 4
CendR NRP1 mod result of COc1cccc(NC(=O)CN(C)C(=O)c2ccc(NC(=O)CC3SC(N4CCCC4)=NC3=O)cc2)c1 (centres undefined) = -2

The list continues:
SMILES | SKN-1 inh | MsrA act | CendR NRP1 mod | MsrA inhibitor | Neddylation inh | FAS TE block | Rin1 Abl inh | MT1-MMP act inh | eLon inh
COc1ccc(/C=C2\SC(=S)N(CCCC(=O)Nc3cccc(C(=O)O)c3)C2=O)cc1OC | 12 | -4 | -117 | -0.2 | i | -5 | -3 | -25 | -36
Cc1cccc(NC(=O)CCN2C(=O)C3C4C=CC(C4)C3C2=O)n1 (centres undefined) | 10 | -3 | 1 | 1.5 | i | -2 | 1 | 2 | 4
Cc1cc(C)cc(C(=O)NCC(=O)OCN2C(=O)c3ccccc3C2=O)c1 | 1 | -1 | 2 | 0.2 | i | -3 | 2 | -2 | -1
CC1CCC(NC(=O)COC(=O)CSc2ccc(C(N)=O)cc2[N+](=O)[O-])CC1 (centres undefined) | 11 | -9 | 12 | -0.1 | i | -6 | -3 | 4 | -1
CCN(CCn1cccn1)C(=O)c1cc(COc2ccc(F)c(F)c2)on1 | 15 | -2 | 15 | 0.8 | i | -1 | -1 | 2 | -3
CC1COC(=C2C(=O)OCC2C)C1 (centres undefined) | 9 | -2 | 4 | 0.2 | i | -11 | -4 | 7 | -4
O=C(OCc1nnc(-c2ccccc2)o1)c1ccc2c(c1)OCCO2 | 13 | 2 | -1 | -0.1 | i | 3 | 2 | 1 | 7
Cc1ccc(CNC(=O)C2CCC(=O)N2Cc2ccccc2Cl)cc1 (centres undefined) | -2 | -1 | 1 | -1.4 | i | -4 | -2 | -1 | 10
CCn1c(=NC(=O)c2cccc(N3C(=O)CCC3=O)c2)sc2c(C)ccc(OC)c21 | -3 | -3 | -20 | 3.0 | i | 25 | -4 | 4 | 7
COc1ccc(-n2c(SCC(=O)Nc3sc4c(c3C#N)CCCC4)nnc2-c2ccccc2OC)cc1 | 0 | 1 | -6 | -0.4 | i | 24 | 2 | 2 | -3
CC[n+]1c(/C=C(\C)OC)sc2ccccc21 | 10 | -12 | 2 | 5.8* | i | -8 | 3 | 3 | 0
CC(=O)N1CCc2cc(C(=O)CN3CCC(C)CC3)ccc21 | 6 | -4 | -8 | 0.3 | i | -6 | -2 | 1 | -11
CC(C1CC1)N(C(=O)c1ccccc1O)c1ccccc1 (centres undefined) | -12 | -1 | -4 | -1.0 | i | -2 | -2 | 2 | -3
Cc1ccc(-c2cc(-c3ccccc3)nc(N)c2C#N)o1 | 22 | -2 | -27 | 2.0 | . | 12 | -2 | -1 | -31
O=C1CC(c2ccc(Cl)cc2)n2nc(N3C(=O)CCC3=O)nc2N1 (centres undefined) | 11 | -4 | 7 | 2.1 | i | -1 | 2 | -8 | -1
Cc1ccccc1OCc1nnc(SCC(=O)Nc2ccc3nc(SCC(=O)NC(C)(C)C)sc3c2)n1C | 23 | 4 | 14 | 0.4 | i | -2 | 1 | 3 | 0
COc1cc(NC(=O)CCNC(=O)Cn2ccc3ccccc3c2=O)cc(OC)c1OC | 3 | -2 | -4 | . | i | -11 | 0 | 3 | 11
Cc1nc(C(=O)N2CCCC(N3CCN(c4ccccc4C)CC3)C2)cs1 (centres undefined) | 12 | -1 | 0 | -0.8 | i | -6 | 2 | 2 | -13
Cc1cc(O)c(C(C)C)cc1N=Cc1ccc(N(C)C)cc1 | 21 | -5 | 6 | 4.9* | i | -2 | -1 | -7 | -6
COc1cc(C(=O)NCCNC(=O)c2cnccn2)cc(OC)c1OC | 15 | -2 | -13 | -0.6 | i | -3 | 1 | 3 | -6
Cc1cc(C(=O)N2CCN(S(C)(=O)=O)CC2)sc1-c1ccccc1 | 0 | 3 | 4 | -0.1 | i | -11 | 0 | 15 | -2
CCCCNC(=O)C1(C)CCCCN1C(=O)c1c(Cl)cccc1Cl (centres undefined) | 2 | -1 | 4 | -0.9 | i | -7 | 1 | 3 | -1
Clc1ccccc1-c1nnc2sc(CCc3ccccc3)nn12 | 13 | -4 | -1 | 1.7 | i | -3 | -2 | -3 | -1
CC(OC(=O)c1ncc(Cl)c(Cl)c1Cl)C(=O)NC1CCCCC1C (centres undefined) | 12 | -5 | -6 | 0.1 | i | 24 | 0 | -3 | 3
COc1cc(C)c(Cl)c(C)c1S(=O)(=O)NC1CC(C)(C)NC(C)(C)C1 | 6 | -2 | -5 | -0.3 | i | -5 | 2 | 3 | -3
c1ccc(CCC2CCCCN2Cc2nc(-c3ccc4c(c3)OCO4)no2)nc1 (centres undefined) | -6 | 0 | 3 | 3.1 | i | 9 | -2 | -6 | 5

Ordered by number of heavy atoms (lowest first): some entries from above
SMILES | SKN-1 inh | MsrA act | CendR NRP1 mod | MsrA inhibitor | Neddylation inh | FAS TE block | Rin1 Abl inh | MT1-MMP act inh | eLon inh
CC(OC(=O)c1ncc(Cl)c(Cl)c1Cl)C(=O)NC1CCCCC1C (centres undefined) | 12 | -5 | -6 | 0.1 | i | 24 | 0 | -3 | 3
COc1cc(C)c(Cl)c(C)c1S(=O)(=O)NC1CC(C)(C)NC(C)(C)C1 | 6 | -2 | -5 | -0.3 | i | -5 | 2 | 3 | -3
c1ccc(CCC2CCCCN2Cc2nc(-c3ccc4c(c3)OCO4)no2)nc1 (centres undefined) | -6 | 0 | 3 | 3.1 | i | 9 | -2 | -6 | 5

Screens (PubChem BioAssay)
